CHO-K1 Ca ag = counter-screen for M1 agonists: effect in parental CHO-K1 cells | Fluo-8 calcium fluorescence; scaled to maximal ATP response, vehicle zero | activation, % at 3 µM | 0.48% of 360,000 active; in the data active means activation above about 15%;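 further: untransfected CHO-K1 host cells lacking M1 receptor as counterscreen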
M1 PAM parental = counter-screen for M1 PAMs: effect in parental CHO-K1 cells | ATP EC20, Fluo-8 calcium fluorescence; 0% at ATP EC20, 100% at ATP max | activation, % at 3 µM | 0.02% of 360,000 active;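 active means activation above the run cutoff, the mean activation of all test compounds plus 3 SD, cut at about 40% in these data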;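 further: peak over basal fluorescence ratio in a 140 s read after ATP addition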
TAAR1 agonist = human TAAR1 agonism; activation, % at 3 µM; CHO RD-HGA16 TAAR1, Fluo-8 calcium fluorescence; vehicle wells 0%, saturating PEA agonist 100%; 0.99% of 360,000 active; Q96RJ0;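 active means activation above the mean activation of all test compounds in the run plus 3 SD, cut at about 38% in these data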
Target sequence (Q96RJ0 whole entry, looked up): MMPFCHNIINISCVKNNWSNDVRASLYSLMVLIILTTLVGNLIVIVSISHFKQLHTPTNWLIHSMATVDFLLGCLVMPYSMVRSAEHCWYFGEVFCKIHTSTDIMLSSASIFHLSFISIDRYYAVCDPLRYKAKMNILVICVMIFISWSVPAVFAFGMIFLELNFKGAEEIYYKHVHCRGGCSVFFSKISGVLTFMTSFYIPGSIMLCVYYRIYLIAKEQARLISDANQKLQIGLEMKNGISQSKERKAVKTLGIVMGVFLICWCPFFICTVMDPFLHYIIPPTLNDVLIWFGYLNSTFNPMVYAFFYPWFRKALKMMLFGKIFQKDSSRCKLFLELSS
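Repeats: no replicates (n 1) | Material: CHO-derived RD-HGA16 cells with stable Gα16 and human TAAR1 | Technique: Kinetic Fluo-8 calcium fluorescence | Schedule: 17-24 h seeding, 75 min 37 °C dye, 30 min RT | Evaluation: % activation from peak over basal fluorescence ratio, DMSO-to-PEA scaled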
M1 antag = antagonists of human M1 muscarinic receptor; CHO-K1 hM1, Fluo-8 calcium fluorescence, ACh EC80 antagonist; inhibition, % at 3 µM; 1.3% of 360,000 active; AID 588852;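 active means percent inhibition above its own plate's cutoff, namely the mean of that plate's compound wells plus 3 SD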;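 further: peak over basal fluorescence ratio during 140 s after agonist addition; 0% = ACh EC80 plus DMSO and 100% = DMSO alone without agonist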
Target sequence (P11229 whole entry, looked up): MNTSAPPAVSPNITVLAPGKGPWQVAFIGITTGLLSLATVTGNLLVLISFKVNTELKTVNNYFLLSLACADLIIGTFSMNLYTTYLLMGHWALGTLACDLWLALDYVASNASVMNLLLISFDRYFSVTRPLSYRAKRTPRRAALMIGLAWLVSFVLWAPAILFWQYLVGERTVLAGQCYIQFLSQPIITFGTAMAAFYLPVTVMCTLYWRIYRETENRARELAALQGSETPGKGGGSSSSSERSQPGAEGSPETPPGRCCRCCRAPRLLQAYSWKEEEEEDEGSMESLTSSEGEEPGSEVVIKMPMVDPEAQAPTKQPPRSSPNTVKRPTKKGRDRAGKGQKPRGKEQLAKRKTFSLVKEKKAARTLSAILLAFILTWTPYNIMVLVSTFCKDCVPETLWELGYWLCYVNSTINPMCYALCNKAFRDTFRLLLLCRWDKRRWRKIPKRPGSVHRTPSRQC
CHO-K1 Ca antag = M1 antagonist counterscreen hit in parental CHO-K1 cells; ATP-induced calcium, Fluo-8 fluorescence; inhibition, % at 3 µM; 0.6% of 360,000 active;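 active means inhibition above a per-plate cutoff, the plate's mean sample inhibition plus 3 SD, cut at about 24% in these data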;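 further: 0% = DMSO plus EC80 ATP and 100% = DMSO alone without ATP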
CHRM1 agonist = agonists of human M1 muscarinic receptor | P11229 | CHO-K1 hM1, Fluo-8 calcium fluorescence, agonist mode; 0% DMSO, 100% acetylcholine EC100 | activation, % at 3 µM | 0.33% of 360,000 active | AID 588814;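 active means activation above the run's mean compound activation plus 3 SD, cut at about 16% in these data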;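 further: peak over basal fluorescence ratio within a 140 s kinetic read after compound addition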
TAAR1 antag = antagonists of human TAAR1; CHO RD-HGA16 TAAR1, Fluo-8 calcium fluorescence, antagonist; inhibition, % at 3 µM; 1.5% of 360,000 active; AID 624466;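 active means inhibition above a per-plate cutoff, the mean inhibition of test compounds on that plate plus 3 SD, cut at about 49% in these data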;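 further: 0% = DMSO plus EC80 beta-PEA response and 100% = DMSO alone without agonist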
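Test system: hTAAR1-expressing CHO RD-HGA16 cells, Gα16-coupled; Probe or stimulus: EC80 β-phenethylamine stimulus; Compound dosing: single nominal final test compound concentration of 3 µM; Timing: 140 s kinetic read after compound, 140 s after agonist; Signal: Fluo-8 calcium-sensitive fluorescence; Measure: % inhibition of agonist calcium response; Controls: DMSO and EC80 PEA controls.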
OXTR potentiate = human OXTR potentiation; 0.061% of 320,000 active; P30559; CHO-OTR cells, Fluo-8 calcium fluorescence, potentiator mode; 0% = oxytocin EC15, 100% = EC100; activation, % at 3 µM;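 active means activation above that plate's cutoff, the mean activation of tested compounds plus 3 SD, cut at about 6.6% in these data, passing the limit was not always enough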;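 further: 100% uses oxytocin at 75 nM as the full agonist control; some results filed as inactive read as strong as hits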
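Assay system: CHO cell line stably expressing human OTR. Reagent: EC15 oxytocin agonist. Dosing: single dose, 3.0 µM nominal final compound concentration. Timing: compound 6 min at room temperature before oxytocin, 100 s read. Signal: kinetic Fluo-8 calcium fluorescence. Controls: oxytocin EC15 low and EC100 high.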
CHO parental Ca = signal in parental CHO cells, OX1R antagonist counter-screen. parental CHO-K1, ATP-induced calcium, Fluo-8 fluorescence. inhibition, % at 5.6 µM. 0.63% of 330,000 active. AID 463079;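 active means inhibition above that plate's mean sample inhibition plus 3 SD, cut at about 26% in these data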;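 further: 0% = ATP-challenged DMSO wells and 100% = DMSO wells without ATP; some compounds past the cut are filed as inactive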
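Test system: untransfected parental CHO cell line. Compound: one dose, 5.6 µM nominal. Detection: intracellular calcium via Fluo-8 no-wash fluorescent dye. Measure: % inhibition. Benchmarks: ATP-challenged DMSO wells low, unchallenged DMSO wells high.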
Active calls of the source: *; x = no result given. Rows are unselected; about 4.2% have a hit in one of these screens.

SMILES	CHO-K1 Ca ag	M1 PAM parental	TAAR1 agonist	M1 antag	CHO-K1 Ca antag	CHRM1 agonist	TAAR1 antag	OXTR potentiate	CHO parental Ca
Cc1nc2ccccn2c1/C(O)=C1\C(=O)C(=O)N(CCN2CCOCC2)C1c1cccs1 (configuration not stated)	9.3	1	x	5	3	-3	x	-7	-2
COc1ccc(C(=O)N/C(=C\c2ccc(Cl)cc2)C(=O)NCc2ccncc2)cc1	1.3	16	2	-13	-15	-5	-12	x	x
O=C(/C=C/c1cccc(F)c1)Nc1nccs1	0.2	-7	9	9	9	-4	-2	1	-2
Cc1ccc(COC(=O)CCc2nc3ccccc3c(=O)[nH]2)cc1	0.4	3	8	3	-6	-9	-22	-3	-11
COCc1cc(C)nc(SCC[N+](C)(C)CC(=O)Nc2cccc(C)c2)c1C#N	0.0	-6	0	18	2	-7	-15	-8	10
Cc1cccc(OCCCC(=O)NCCc2ccccc2)c1	0.2	29	15	-8	-14	-7	12	-3	-8
O=C(O)c1ccccc1C(=O)c1cccs1	0.9	16	2	-8	-9	-2	2	2	-3
COc1ccc(-c2sc3ccc(OC)cc3c2C#CCCO)cc1	2.3	4	x	-6	1	-5	x	-9	-14
CCCCCc1nnc(NC(=O)NS(=O)(=O)c2ccc(C)cc2)s1	1.9	4	2	-3	-7	-2	-10	0	-11
C=CCNCC#CCOc1ccc(OC)cc1	0.9	5	13	-10	6	-4	5	-7	-15
Cc1ccc2oc(-c3ccc(NC(=O)CC(C)C)cc3)nc2c1	-0.1	-4	4	2	8	-1	-14	-5	-22
COc1cccc(C(O)c2ncc(-c3cccc4ccccc34)[nH]2)c1 (configuration not stated)	0.6	-5	3	-6	-17	-5	-12	x	x
Cc1cc(S(=O)(=O)Nc2ncnc3sccc23)ccc1F	0.2	-11	1	-7	8	-2	-39	x	x
CSCC[C@H](NS(=O)(=O)c1ccc(C)cc1)C(=O)N1CCC(C(=O)N[C@@H](Cc2ccc(O)cc2)C(=O)O)CC1	-0.4	2	0	-6	4	1	8	-1	-7
CCN(CC)S(=O)(=O)c1cccc(C(=O)NCC2CCCO2)c1 (configuration not stated)	1.8	25	2	-13	-8	-4	-14	-1	-7
O=C(CNC(=O)c1nc[nH]c1C(=O)N1CCc2ccccc2C1)OCc1ccccc1	7.3	-2	21	21	2	-6	62*	-13	-16
COc1cc2c(cc1OC)[C@H](Cc1ccc(O)cc1)NCC2	0.1	6	7	1	1	-2	-5	0	-10
C[C@@H]1COC(=O)[C@@H](Cc2ccc(F)cc2)C/C=C\C[C@@H](CC(=O)NCCO)C(=O)N1	1.3	23	1	-9	-12	-4	-6	3	-8
COc1cccc(CNc2ccc(F)c(Cl)c2)c1O	3.2	18	15	-5	-11	-4	4	-9	-10
CCOC(=O)C1C(c2ccccc2)N(C)OC1(O)C(F)(F)F (configuration not stated)	-0.1	21	8	4	-10	-5	0	-1	-3
Cn1cc(C(=O)N/N=C/c2cccs2)c2ccccc21	0.5	7	4	-1	-3	-6	-3	-8	-8
O=C(COC(=O)c1cccnc1Cl)Nc1cc(S(=O)(=O)N2CCOCC2)ccc1Cl	2.4	-6	3	0	-10	-2	4	0	-18
O=C(Cn1nnc2ccccc21)N1CCCCC1	0.0	9	17	-12	-3	-2	5	-11	-1
CCCCN1C(=O)C(=O)NC[C@@H]1CC1CCCCC1	0.9	22	1	x	-24	x	-20	x	x
COc1cccc(C(C(=O)Nc2ccc(F)cc2)N(C(=O)Cn2nnc3ccccc32)C2CC2)c1 (configuration not stated)	4.2	9	9	2	-11	-7	24	0	-21
COc1cc(C(C)=O)ccc1Oc1ncccn1	0.1	10	-4	-11	-13	2	3	-6	-8
CCOC(=O)CN1CC23C=CC(O2)C(C(=O)Nc2ccc(C(C)=O)cc2)C3C1=O (configuration not stated)	4.2	-9	2	22	14	1	-13	-1	-1
Cc1ccnc(NC(=O)c2ccc3c(c2)C(=O)N(CC(C)C)C3=O)c1	0.7	-4	2	2	2	-1	48	-9	1
O=C1CSC(c2ccccc2)N1Nc1nc(N2CCOCC2)nc(N2CCOCC2)n1 (configuration not stated)	2.2	10	2	-1	3	-7	9	-6	-13
COc1ccccc1NC(=O)CN1CCN(CC(=O)Nc2ccc(OCc3ccccc3)cc2)CC1	1.5	-4	7	16*	19	0	-4	-20	30
CCCS(=O)(=O)N1CCN(C(=O)c2ccc(-c3ccccc3)cc2)CC1	2.5	13	-1	-7	-18	-1	12	-19	-10
CC(C)c1ccc(NC(=O)CCN2C(=O)c3ccc([N+](=O)[O-])cc3C2=O)cc1	0.6	4	27	4	-13	-2	14	3	-22
COc1ccc(-c2nn(-c3ccccc3)cc2/C=C/C(=O)NCCCn2ccnc2)cc1OC	0.5	7	7	1	-5	-4	3	-4	-7
Cc1cc(=O)[nH]c(SCc2cccc3ccccc23)n1	0.8	3	-2	-12	-13	-3	-14	-6	-10
COc1cccc(NC(=O)CNC(=O)c2ccc(C)o2)c1	1.1	10	5	-7	-13	-5	-5	-3	-7
CCCNS(=O)(=O)c1ccc2c(c1)CCCN2C(C)=O	0.2	5	12	-2	-8	-3	9	-10	-7
COc1ccc(NC(C)=O)cc1NC(=O)c1c(C)noc1C	-0.1	7	1	-13	2	0	-20	x	x
COCCNC(=O)C(c1ccc(C)o1)N(Cc1ccc(F)cc1)C(=O)Cn1nnc2ccccc21 (configuration not stated)	0.5	-5	4	13	7	0	13	-8	-31
Cc1c(Cl)cnc(NC(=O)COC(=O)CNC(=O)c2ccccc2)c1Cl	0.2	-7	1	-8	-3	-3	-28	-2	-7
O=C(c1c(F)cccc1F)N1CCC(O)(c2ccc(F)cc2)CC1	0.1	13	11	-8	-13	-2	-10	-6	-11
CN(C(=O)CCN1CCCO1)C1CCCN(Cc2ccccc2F)C1 (configuration not stated)	1.0	-10	34	18	-13	-6	-41	1	-17
O=C(CSc1nc2ccccc2c(=O)[nH]1)Nc1ccc(Br)cc1	0.6	7	1	-6	-6	-1	3	-3	-12
O=C1CC(c2ccco2)Sc2nc3ccccc3n21 (configuration not stated)	-0.3	11	1	-10	-8	2	-19	-16	7
COc1ccc(OC)c(-c2oc3ccccc3c(=O)c2O)c1	0.0	13	1	-3	-5	-4	-5	-15	-14
O=c1c2cccnc2[nH]c(=S)n1CCCN1CCN(c2ccccc2F)CC1	0.0	11	0	-6	-9	-2	-7	-9	-17

Quoted at random: 2 compounds from above
SMILES	CHO-K1 Ca ag	M1 PAM parental	TAAR1 agonist	M1 antag	CHO-K1 Ca antag	CHRM1 agonist	TAAR1 antag	OXTR potentiate	CHO parental Ca
CN(C(=O)CCN1CCCO1)C1CCCN(Cc2ccccc2F)C1 (configuration not stated)	1.0	-10	34	18	-13	-6	-41	1	-17
COCCNC(=O)C(c1ccc(C)o1)N(Cc1ccc(F)cc1)C(=O)Cn1nnc2ccccc21 (configuration not stated)	0.5	-5	4	13	7	0	13	-8	-31

The list continues:
SMILES	CHO-K1 Ca ag	M1 PAM parental	TAAR1 agonist	M1 antag	CHO-K1 Ca antag	CHRM1 agonist	TAAR1 antag	OXTR potentiate	CHO parental Ca
CCOC(=O)C(c1ccccc1)C(Nc1ccc(Cl)c(Cl)c1)c1ccccn1 (configuration not stated)	0.5	3	3	-6	-3	-3	-2	-8	-17
Cc1ccc(-c2[nH]c3cc(C(N)=O)ccc3c(=O)c2O)cc1	0.4	23	6	-4	-19	-5	-9	-2	-13
CN(CCOc1ccc(Cl)cc1)C(=O)c1cc(S(=O)(=O)N2CCOCC2)ccc1N1CCCC1	2.8	-9	17	17	-1	-5	67*	-9	-32
CCOc1ccc(N(CC(=O)NCc2cccc(OC)c2)S(=O)(=O)c2c(C)noc2C)cc1	-0.1	13	5	-7	-6	-3	3	-3	-12
O=C(Nc1nc(-c2ccco2)c(-c2ccco2)s1)c1cnccn1	x	x	5	x	x	x	-27	3	-7
CC(=O)c1cccc(N(C(=O)CNC(=O)c2ccco2)C(C(=O)NC2CCCC2)c2ccc(C)o2)c1 (configuration not stated)	0.2	5	0	-3	-6	-7	1	-6	-21
Cc1ccc(N2CC(C(=O)N/N=C/c3sccc3C)CC2=O)cc1 (configuration not stated)	-1.1	20	26	-10	-15	-9	1	5	-11
Cc1cccc(N(Cc2ccccc2)C(=O)c2cccc(S(=O)(=O)N3CC(C)OC(C)C3)c2)c1 (configuration not stated)	2.8	13	-2	-4	-4	-6	-25	-9	-23
CCc1cccc(OCCCCNCCO)c1	0.3	12	9	-8	4	-3	7	3	-11
COc1cccc(C(=O)NNC(=O)C2CCCO2)c1 (configuration not stated)	-0.1	-14	3	-6	-17	0	-20	-5	-4
CCCCn1c(-c2cc(Cl)ccc2OC)n[nH]c1=S	-0.7	-15	12	-5	10	-8	0	-4	-20
Cc1cccc2cc(COC(=O)c3cccs3)c(=O)[nH]c12	4.6	5	-1	-1	-9	-5	13	-5	7
O=c1cc(CO)occ1OCc1cccc(F)c1	0.2	7	8	-6	-6	-4	-7	3	-6
CCCCNS(=O)(=O)c1cc2c3c(c1)CCN3C(=O)CC2	1.6	22	6	-14	-12	-3	-13	-4	-18
CCCC(C)NC(=O)/C=C/c1cccc([N+](=O)[O-])c1 (configuration not stated)	2.9	22	5	-4	-18	-3	-6	-1	-9
O=S(=O)(c1cccc(Cn2nnc(-c3ccc(F)cc3)n2)c1)N1CCOCC1	14	-20	12	27*	17	3	36	-16	42*
CC(C)Oc1ccccc1C1Nc2ccccc2C(=O)N1c1ccc2c(c1)OCCO2 (configuration not stated)	0.1	26	0	-9	-12	-3	8	-9	-23
C#CCNC(=O)C1=C[C@H](C2CCCCC2)C[C@H](OCc2ccc(CO)cc2)O1	0.0	17	5	4	-9	-1	-3	-9	-15
Cc1cc(Cl)ccc1NC(=O)CN1CCC(C(O)(c2ccccc2)c2ccccc2)CC1	0.8	12	56*	-19	-23	-5	15	-5	-21
C/C(=N/O)c1c(O)c(C)c(-c2ccccc2)n(-c2ccccc2)c1=O	0.4	-6	0	18	9	-4	-11	0	-16
O=C(CNC(=O)c1cccc(F)c1)N/N=C/c1ccc(O)c([N+](=O)[O-])c1	0.0	14	14	-11	-4	-6	-41	-3	-7
O=C(CCCSc1nc2ccccc2[nH]1)NC(c1ccccc1)c1ccccc1	1.5	2	9	5	18	-9	16	3	-26

Compound activity (PubChem)
